# CCR6 antag: CCR6 (human) receptor antagonism; P51684; CHO-K1 CCR6 PathHunter beta-arrestin, luminescence, CCL20-stimulated; inhibition, % at 20 µM; actives 0.49% (n = 340,000);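 active = compounds whose inhibition of the agonist-driven luminescence signal at 20 µM reaches about 50%, limit read from the data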;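 note: cells stimulated with CCL20 at 14 nM final; plate controls were DMSO with CCL20 for no effect and DMSO without agonist for full effect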
# MPTP inh: permeability transition pore inhibition; isolated mouse mitochondria, Ca2+ swelling absorbance, 30 min; inhibition, % at 10 µM; actives 1.4% (n = 360,000); AID 602449;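 active = inhibition of 50% or more, scaled per plate between neutral and stimulator controls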;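 note: 0% = DMSO wells given calcium and 100% = 1 mM EGTA wells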
# A3G deaminase: blocks human APOBEC3G single-stranded DNA deamination. Q9HC16. recombinant A3G, ssDNA deamination FAM/TAMRA fluorescence. inhibition, % at 20 µM. actives 0.28% (n = 330,000);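 active = inhibition of at least 40% at 20 µM, with no more than 30% in the related APOBEC3A deaminase screen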;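 note: plate controls were DMSO wells with A3G for no effect and wells lacking A3G enzyme for full effect; some compounds called inactive have numbers as strong as hits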
# Target sequence (Q9HC16 whole entry, looked up): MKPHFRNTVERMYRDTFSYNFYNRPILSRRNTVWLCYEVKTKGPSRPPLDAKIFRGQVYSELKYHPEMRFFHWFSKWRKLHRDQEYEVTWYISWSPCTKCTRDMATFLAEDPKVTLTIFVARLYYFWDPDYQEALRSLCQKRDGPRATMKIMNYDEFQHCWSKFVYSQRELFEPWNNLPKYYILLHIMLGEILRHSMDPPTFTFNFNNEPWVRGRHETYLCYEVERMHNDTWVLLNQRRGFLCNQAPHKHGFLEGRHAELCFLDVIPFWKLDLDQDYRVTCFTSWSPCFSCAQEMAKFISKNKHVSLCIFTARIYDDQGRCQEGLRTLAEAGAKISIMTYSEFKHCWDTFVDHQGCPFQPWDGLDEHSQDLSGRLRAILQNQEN
# APOBEC3A inh: inhibitors of human APOBEC3A DNA deaminase | recombinant A3A, FAM/TAMRA ssDNA deamination fluorescence | inhibition, % at 20 µM | actives 0.41% (n = 330,000) | AID 493011;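 active = at least 40% inhibition at 20 µM here, with at most 30% in a related deaminase screen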;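 note: plate controls were A3A with DMSO for no effect and wells lacking A3A enzyme for full effect; some results filed as inactive read as strong as hits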
# Target sequence (P31941 whole entry, looked up): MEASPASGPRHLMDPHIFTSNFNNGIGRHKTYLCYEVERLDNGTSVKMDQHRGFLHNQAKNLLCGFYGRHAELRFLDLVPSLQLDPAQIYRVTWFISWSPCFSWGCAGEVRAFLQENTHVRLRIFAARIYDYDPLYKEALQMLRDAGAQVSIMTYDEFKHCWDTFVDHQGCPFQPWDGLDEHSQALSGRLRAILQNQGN
# CXCR6 block: inhibitors of human CXCR6 receptor; O00574; CHO-K1 PathHunter CXCR6 beta-arrestin, luminescence; inhibition, % at 20 µM; actives 0.36% (n = 360,000); AID 602244; in the data active = inhibition above about 34%, passing the limit was not always enough;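 note: antagonist mode with CXCL16 agonist at 10 nM final; 0% = 10 nM CXCL16 with DMSO and 100% = unstimulated wells without agonist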
# Gli-Sufu antag: Gli-Sufu pathway antagonism. Sufu-KO-LIGHT fibroblasts, Gli luciferase reporter luminescence. inhibition, % at 5 µM. AID 588413. actives 0.74% (n = 340,000);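 active = inhibition above about 55%, limit read from the data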;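 note: 0% = DMSO-treated cells and 100% = wells with medium but no cells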
# GRIN3A LBD mod: modulates the human NR3A ligand-binding domain | NR3A LBD differential scanning fluorimetry, Tm shift; 0% = protein alone, 100% = glycine-bound protein | Tm shift relative to glycine control, % at 25 µM | actives 2.5% (n = 340,000) | AID 1259313;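 active = melting temperature shift of at least 10% of the positive control shift, at one fixed dose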
# EBI2 antag: EBI2 (human) antagonism; P32249; EBI2 beta-arrestin recruitment, luminescence, 7a,25-OHC stimulated; inhibition, % at 5 µM; actives 0.81% (n = 360,000); in the data active = inhibition above about 38%;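 note: enzyme fragment complementation signal reports receptor beta-arrestin coupling in cells; 0% = agonist plus DMSO wells and 100% = wells without agonist; some results beyond the cut were filed as inactive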
# Target sequence (P32249 whole entry, looked up, the tested form may be a part): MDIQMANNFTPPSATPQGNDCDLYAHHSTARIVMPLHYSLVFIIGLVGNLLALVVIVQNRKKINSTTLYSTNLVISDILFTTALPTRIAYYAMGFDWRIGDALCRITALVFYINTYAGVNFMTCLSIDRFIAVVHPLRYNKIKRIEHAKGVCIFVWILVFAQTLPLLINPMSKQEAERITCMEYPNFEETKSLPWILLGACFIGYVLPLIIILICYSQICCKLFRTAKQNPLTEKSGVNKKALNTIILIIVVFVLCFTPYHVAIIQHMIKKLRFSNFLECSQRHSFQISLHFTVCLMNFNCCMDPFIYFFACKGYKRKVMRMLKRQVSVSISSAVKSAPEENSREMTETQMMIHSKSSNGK
# The depositor's hits bear a star; · = not tested or not shown.
mol	CCR6 antag	MPTP inh	A3G deaminase	APOBEC3A inh	CXCR6 block	Gli-Sufu antag	GRIN3A LBD mod	EBI2 antag
CC1CCC/C(=C(\C#N)c2nc(-c3cc4ccccc4oc3=O)cs2)C1 (centres undefined)	13	0.8	-3	-1	-10	4	1	-5
CCCN(C(=O)CCc1ccc(OC)cc1)c1c(N)n(Cc2ccccc2)c(=O)[nH]c1=O	11	-0.5	-6	0	4	-8	1	-5
O=C(NCc1ccc(Cl)cc1)C1CCCN(S(=O)(=O)c2cnc[nH]2)C1 (centres undefined)	12	-1.9	-6	-4	-5	1	2	2
CN1CCN(C(=O)c2ccccc2NC(=O)Cc2ccccc2)CC1	1	-0.5	-6	-3	-5	-5	-3	0
CC1CCN(CC(=O)NC2CCCCC2)CC1	3	-0.8	0	4	8	-13	3	-2
Cn1cc(CN2CCCC(CO)(Cc3cccc(Cl)c3)C2)cn1 (centres undefined)	-6	1.1	0	4	-1	13	0	3
Cc1ccc(S(=O)(=O)N2CCCC(C(=O)NCC3COCCO3)C2)cc1 (centres undefined)	-15	1.6	-4	-3	-3	-9	0	2
CC(=O)C(Cc1cnc(Cl)s1)(Cc1cnc(Cl)s1)C(C)=O	4	-1.0	3	2	-2	4	0	-17
CCC(C(=O)OCC(=O)Nc1c(C)nn(-c2ccccc2)c1C)c1ccccc1 (centres undefined)	15	-0.4	-9	21	5	-2	-1	12
CCOC(=O)C1CCCN(S(=O)(=O)c2ccccc2)C1 (centres undefined)	-5	-2.7	-2	0	0	1	-2	1
COC(=O)c1sc(S(=O)(=O)N2CCC(C(N)=O)CC2)c(C(=O)OC)c1C	0	1.3	-4	-4	1	2	1	0
Cc1ccc(C(=O)NC(=S)Nc2cccc3c(C)cc(C)nc23)cc1	51*	-2.5	-3	-4	20	17	2	34
COc1ccc(NC(=O)CN2CCN(CC(=O)Nc3ccc(F)cc3)CC2)cc1Cl	16	1.0	-4	-3	4	12	0	9
Cc1ccc(C(=O)NNC(=O)c2ccncc2)cc1[N+](=O)[O-]	-3	-1.7	-9	-5	-4	5	-2	-11
CCOC(=O)c1nn(-c2cccc(C)c2)c2nnc(Cc3ccc(C)cc3)c(=O)n12	6	-8.7	-5	0	1	4	2	22
CCc1nc(SCC(=O)Nc2nnc(CC(C)C)s2)n[nH]1	-2	2.1	-10	-3	-7	5	0	1
Cc1[nH]c(=O)[nH]c(=O)c1NS(=O)(=O)c1ccc2c(c1)CCCC2	-5	0.6	2	-1	-3	22	1	-18
O=C(CSc1nnc(-c2n[nH]c3ccccc23)n1-c1ccccc1)Nc1ccccc1Cl	9	3.5	-12	-6	-7	-6	1	-6
CCOC(=O)[C@@H]1[C@H]2COc3ccc(Br)cc3[C@@H]2N2C(=O)N(c3cccc(Cl)c3)C(=O)[C@]12C	14	2.9	9	-1	12	6	2	13
O=C(O)c1ccc(N/N=C/c2cccc(F)c2)cc1	-6	-1.9	-6	-1	-3	-72	-12	2
O=C(CNC(=O)N1CC(=O)Nc2ccccc21)NCCc1c[nH]c2ccccc12	7	-0.3	-2	2	-1	-5	0	-4
CC1(C)C/C(=N/Nc2ccc([N+](=O)[O-])cc2[N+](=O)[O-])C(C)(C)O1	5	8.3	23	-1	-17	12	1	1
Cc1ccc2c(c1)c(C)c(C)n2CC(O)Cn1nnc2ccccc21 (centres undefined)	8	3.0	-4	-3	-1	-33	-8	6
O=C(CNS(=O)(=O)c1ccccc1F)NNC(=O)c1ccc(Br)cc1	6	-1.0	-4	-2	-11	31	-4	3
O=C(Nc1cccc(F)c1)Nc1ccc2c(c1)CCC2	-1	67*	-2	-3	-5	-69	43*	11
CN1C2C=C3C(C#N)=C(N)C(C#N)(C#N)[C@@H](c4cccc(F)c4)[C@@H]3C1CC2 (some centres undefined)	-1	-5.5	0	6	3	6	0	24
COc1ccccc1OC(=O)c1ccc2nsnc2c1	9	2.9	3	2	6	2	3	0
Cc1ccc(C(NC(=O)c2ccccc2S(C)(=O)=O)c2ccccc2)cc1 (centres undefined)	9	0.1	-5	2	-16	-1	2	0
CCOC(=O)c1[nH]c(C)c(C(=O)N(C)Cc2ccccc2)c1C	-16	-1.1	-1	1	-8	3	7	-6
COc1cccc(/C=N/n2c(C)nc3ccccc3c2=O)c1O	7	5.1	-4	-3	-2	1	5	-14
COC(=O)C1(C)NC(c2ccc(F)cc2)C2C(=O)N(c3ccc(C)cc3)C(=O)C21 (centres undefined)	6	1.5	-6	-10	0	-11	-1	10
CCOc1cccc(-c2c(C(=O)N/N=C/c3ccncc3)nnn2-c2nonc2N)c1	7	-1.3	-6	-4	1	7	-2	-5
CCc1ccc(NC(=O)c2cc(S(=O)(=O)N3CCc4ccccc43)cn2C)cc1	-14	1.9	-3	-2	-9	27	0	31
CC(C)(C)c1ccc(C(=O)N2CCC(C(=O)NC3CC3)CC2)cc1	13	0.2	-11	-3	-2	-20	1	-3
O=C(CN(Cc1cccs1)C(=O)CNC(=O)c1ccco1)NC1CCCCC1	-10	1.3	-3	-3	-2	-2	0	0
Fc1ccccc1N1CCN(CCCNc2ccc3nncn3n2)CC1	-2	0.0	-4	2	-3	6	1	-9
C=C(C)[C@@H]1CC=C(CO)CC1	-3	0.5	·	·	-8	-6	0	-6
O=C(c1cccc(S(=O)(=O)NCc2ccccc2)c1)N1CCN(c2cccc(C(F)(F)F)c2)CC1	20	-0.6	-1	1	-10	6	2	11
C#CCOCCOCCOCCNc1nc(N2CCN(C(=O)Cn3cc(CCCCN)nn3)CC2)nc(N2CCN(C(=O)[C@H](C(C)C)n3cc(CCO)nn3)CC2)n1	-9	-0.6	-6	-4	7	-3	-1	-12
CCN(CC)S(=O)(=O)c1ccc2c(c1)N(CC(=O)NCc1ccccn1)C(=O)CO2	8	0.5	-4	0	3	0	1	-6
CCCC(=O)C1=C(O)C(C(=O)OC)C(C)(C)CC1=Nc1ccc(Br)cc1 (centres undefined)	15	3.6	-6	-2	2	4	0	-13
Cc1cc(Br)ccc1NC(=O)CN1C(=O)C2C3CC(c4ccccc4)C(C3)C2C1=O (centres undefined)	3	-0.9	-5	-3	-5	-25	5	6
CC(C)(C)C(=O)N1CCN(c2nc3ccccc3s2)CC1	11	0.4	-5	-4	-5	-61	-1	4
COc1ccc(OCC(O)CN2CCNCC2)cc1 (centres undefined)	-2	0.8	-3	-4	2	20	1	-20
O=C(CN1C(=O)c2ccccc2S1(=O)=O)NCCSc1ccccc1	3	-1.0	-3	-2	-1	3	0	7
Cc1ccc(N2N=C(c3ccc(Br)cc3)CCC2=O)cc1	14	-0.6	-8	-2	2	3	1	14
Cc1nc(N2CCOCC2)nc(OC(C)C)c1[N+](=O)[O-]	10	1.3	-7	-3	0	-6	1	-7
O=S(=O)(Nc1ccc(S(=O)(=O)Nc2nccs2)cc1)c1ccc2c(c1)OCCO2	10	-1.1	-3	-1	-3	3	2	-4
CCOC(=O)CSc1nc2sc3c(c2c(=O)n1-c1ccc(OCC)cc1)CCN(C)C3	25	-0.7	-5	0	6	7	0	-1
COc1ccccc1NS(=O)(=O)c1cc(N)ccc1N1CCCC1	4	-0.6	0	-5	-2	3	-1	-16
COCCCN(C(=O)CCOc1ccc(C(C)(C)C)cc1)c1c(N)n(Cc2ccccc2)c(=O)[nH]c1=O	11	-1.1	-11	-3	10	-3	-2	-5
O=C(Cn1c(=S)[nH]c2ccccc2c1=O)N1CCN(c2ccc(F)cc2)CC1	-6	-0.6	8	4	8	-1	-4	-6
C/C(=N\N1CCN(Cc2ccc(C)cc2)CC1)c1ccco1	2	0.3	-6	-8	-2	5	0	-6
COC(=O)COc1cccc(NC(=O)c2ccc(C)cc2)c1	2	2.0	-6	2	-10	9	-16	-1
CCOC(=O)c1c(CN2CCN(C)CC2)oc2ccc(OC)cc12	2	-1.1	-2	-2	11	-10	1	5
COc1cc(NC(=O)c2ccc(Cl)cc2)c(Cl)cc1NC(=O)c1cccnc1	10	0.2	-5	-1	2	12	6	11
CCC1=NN2C(=N)/C(=C\c3ccc(OCc4cc(=O)n5nc(CC)sc5n4)c(OC)c3)C(=O)N=C2S1	26	0.3	·	·	8	-10	0	-13
Cc1cc2c(c(SCC(N)=O)n1)C(=O)OC2	-1	-1.3	-11	2	-7	3	-1	-6
CC[C@H](C)[C@H](NC(N)=O)C(=O)NNC(=O)c1ccc(COc2cccc3cccnc23)cc1	-5	-0.7	3	33	-8	-2	-6	-3
CC(=O)c1c(C)[nH]c(C(=O)OCC(=O)Nc2ccc([N+](=O)[O-])cc2Cl)c1C	-4	2.6	-3	2	0	-9	4	-2

# Additional structures.
mol	CCR6 antag	MPTP inh	A3G deaminase	APOBEC3A inh	CXCR6 block	Gli-Sufu antag	GRIN3A LBD mod	EBI2 antag
Cc1ccccc1C(=O)NCC(=O)NNC(=O)CCN1CCN(c2ccccc2)CC1	-5	-0.7	-8	-2	9	-6	0	-3
O=C1C2C3C=CC(C3)C2C(=O)N1c1ccc2ccccc2n1 (centres undefined)	-17	-1.7	-5	-15	-26	6	0	-3
CN1C(=S)SC2CS(=O)(=O)CC21C (centres undefined)	7	1.6	-4	-2	-6	-1	0	0
CCOc1ccc(N2CC(C(=O)Nc3ccc(OC)c(S(=O)(=O)N4CCCCC4)c3)CC2=O)cc1 (centres undefined)	-9	1.1	-12	1	5	4	-1	36
COc1cc(/C=N/O)cc(Br)c1OS(=O)(=O)c1ccc(C)cc1	-3	0.4	-3	-1	-9	-4	-1	3
CCOC(=O)CSC1=Nc2ccccc2C2=NC(CC(=O)NCc3ccccc3)C(=O)N12 (centres undefined)	10	0.2	-7	-5	2	5	-1	-6
Cc1cc(C)nc(SCc2nnc(SCC(=O)Nc3nc(-c4ccccc4)cs3)n2C)n1	2	-1.8	-1	-1	-4	-9	1	-1
COc1cccc(CN2CCNC(=O)C2CC(=O)NCCc2nc(C)c(C)s2)c1OC (centres undefined)	-4	2.0	-2	-3	6	-3	3	-11
COC(CN(C)C(C(=O)NC1CCCCC1)c1ccccc1)OC (centres undefined)	5	-2.5	-2	-6	-7	2	0	9
CCCCc1cc(=O)oc2cc(C)cc(OCC(=O)NC(Cc3ccc(Cl)cc3)C(=O)O)c12 (centres undefined)	-1	0.4	-5	2	0	5	-2	1
COC(CNC(=O)Cn1ncc2ccsc2c1=O)OC	7	0.3	-7	-1	-2	-5	0	1
CCN(N=O)c1ccc(C=C2C=Cc3ccccc32)cc1	17	2.6	·	·	7	-133	-17	-8

# Entries of single compounds from above. Screens in order: CCR6 antag | MPTP inh | A3G deaminase | APOBEC3A inh | CXCR6 block | Gli-Sufu antag | GRIN3A LBD mod | EBI2 antag
# `COc1cc(/C=N/O)cc(Br)c1OS(=O)(=O)c1ccc(C)cc1` in the list: -3 | 0.4 | -3 | -1 | -9 | -4 | -1 | 3
# `CCCCc1cc(=O)oc2cc(C)cc(OCC(=O)NC(Cc3ccc(Cl)cc3)C(=O)O)c12` (centres undefined) in the list: -1 | 0.4 | -5 | 2 | 0 | 5 | -2 | 1
# `CCOC(=O)CSC1=Nc2ccccc2C2=NC(CC(=O)NCc3ccccc3)C(=O)N12` (centres undefined) in the list: 10 | 0.2 | -7 | -5 | 2 | 5 | -1 | -6

# (listing goes on)
mol	CCR6 antag	MPTP inh	A3G deaminase	APOBEC3A inh	CXCR6 block	Gli-Sufu antag	GRIN3A LBD mod	EBI2 antag
COc1ccc(-c2nn(-c3ccccc3)cc2C(=O)n2nnc3ccccc32)cc1	5	-0.1	-4	2	12	-21	-2	7
Nc1nc(SCC(=O)Nc2ccc(C(F)(F)F)cc2)[nH]c(=O)c1NC(=O)c1ccc(F)c(F)c1	-16	2.2	-7	-3	-16	-3	28*	4
NC(CO)C12CC3CC(CC(C3)C1)C2 (centres undefined)	-6	-0.5	-6	-1	6	-8	3	-6
CCN1C(=O)CC(C(=O)Nc2ccc(F)cc2)SC1=Nc1cccc(OC)c1 (centres undefined)	13	1.4	-12	7	-5	-2	-1	18
Cc1ccc(C(OCC(O)CNCc2ccc(F)cc2)c2ccccc2)cc1 (centres undefined)	8	7.8	4	5	-4	-4	0	0
